# Bioassay records deposited in PubChem by National Center for Advancing Translational Sciences (NCATS).
# RXFP1 antagonist: qHTS Assay for Antagonists of the Relaxin Receptor RXFP1. Relaxin receptor 1 (Homo sapiens), Q9HBX9. HEK293-RXFP1, relaxin-stimulated cAMP HTRF, 30 min; hits give low values. activity change, negative = inhibition, % at 57.5 µM. actives 0.59% (n = 350,000). AID 1259400, 2018;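 active means activity change of -60% or lower, but not beyond a set lower limit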; further: on the % scale 0 is the no-effect control and ±100 the full control effect
# D1 PAM: Potentiators of Human D1 Dopamine Receptor: qHTS; actives 0.036% (n = 360,000); potentiation, % at 10 µM; D(1A) dopamine receptor (Homo sapiens), P21728; HEK293 TREx D1 cells, calcium flux, dopamine EC20 potentiation; in the data active means potentiation above about 30%; further: 0% is about no effect
# Target sequence (P21728 whole entry, looked up): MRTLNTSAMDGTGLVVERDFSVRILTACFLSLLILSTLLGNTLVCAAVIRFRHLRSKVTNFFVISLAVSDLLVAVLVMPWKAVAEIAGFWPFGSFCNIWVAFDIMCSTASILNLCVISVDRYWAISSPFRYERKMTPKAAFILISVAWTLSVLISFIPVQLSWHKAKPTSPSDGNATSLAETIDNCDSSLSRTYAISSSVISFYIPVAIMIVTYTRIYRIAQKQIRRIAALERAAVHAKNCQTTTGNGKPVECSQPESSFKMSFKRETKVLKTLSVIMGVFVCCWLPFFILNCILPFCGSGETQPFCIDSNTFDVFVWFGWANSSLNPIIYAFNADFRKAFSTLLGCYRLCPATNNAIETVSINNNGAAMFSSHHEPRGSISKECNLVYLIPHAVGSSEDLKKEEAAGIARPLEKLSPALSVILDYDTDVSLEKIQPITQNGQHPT
# D2 potentiator: HTS Assay for Positive Allosteric Modulators of the Human D2 Dopamine Receptor: Primary Screen for Potentiators | HEK293 T-REx D2, calcium flux, EC20 dopamine potentiation | potentiation, % at 10 µM | actives 0.34% (n = 340,000) | AID 485347, 2010 | D(2) dopamine receptor (Homo sapiens), P14416;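 active means potentiation over 3 SD above the plate norm, cut at about 30% in these data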; further: 0% is about no effect
# Target sequence (P14416 whole entry, looked up): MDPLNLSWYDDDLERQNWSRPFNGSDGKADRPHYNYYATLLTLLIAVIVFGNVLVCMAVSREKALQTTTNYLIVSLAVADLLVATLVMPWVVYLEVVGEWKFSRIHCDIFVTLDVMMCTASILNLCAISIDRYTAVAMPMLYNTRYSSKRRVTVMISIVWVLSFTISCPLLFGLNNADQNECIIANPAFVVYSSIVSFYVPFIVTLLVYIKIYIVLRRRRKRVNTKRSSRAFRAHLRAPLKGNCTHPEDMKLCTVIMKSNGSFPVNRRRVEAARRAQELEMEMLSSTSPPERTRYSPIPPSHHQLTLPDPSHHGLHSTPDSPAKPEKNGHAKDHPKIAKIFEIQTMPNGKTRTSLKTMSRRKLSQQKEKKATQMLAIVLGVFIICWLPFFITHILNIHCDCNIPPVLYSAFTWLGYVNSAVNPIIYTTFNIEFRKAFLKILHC
#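 Tetracycline-induced Hek293 Trex D2 cells, force-coupled to calcium, loaded with no-wash calcium dye. Compound added with 180 s kinetic read for agonism, then EC20 dopamine and a further 180 s read for potentiation.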
# D2 ag: HTS Assay for Allosteric Agonists of the Human D2 Dopamine Receptor: Primary Screen for Agonists; D(2) dopamine receptor (Homo sapiens), P14416; HEK293 T-REx D2 cells, calcium flux agonist mode; activation, % at 2 µM; actives 0.53% (n = 340,000); AID 485358, 2010;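 active means activation over 3 SD above normal in the single-dose calcium agonist read, cut at about 30% in these data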; further: 0% is about no effect
#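 Tetracycline-induced HEK293 T-REx cells with force-coupled D2 receptor, plated overnight at 30 C, loaded with no-wash calcium dye. After a 10 s baseline, compound was pin-added and calcium flux read kinetically for 180 s; calcium rises flagged agonists.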
# TRHR PAM: qHTS for Small Molecule Agonists and Allosteric Enhancers of Human TRH Receptor: Primary Screen for Enhancers. TRHR cells, fluo-8 calcium fluorescence, EC20 TRH enhancement. enhancement, % at 2 µM. actives 0.66% (n = 360,000); in the data active means enhancement above about 30%; further: 0% is about no effect
#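 TRHR-expressing cells loaded with fluo-8 calcium dye were read kinetically (ex 480/em 530) during compound addition, then stimulated with an EC20 of TRH (10 nM final). Enhancement of the Gq-mediated intracellular calcium response was scored.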
# D1 ag: Allosteric Agonists of the Human D1 Dopamine Receptor: qHTS | activation, % at 2 µM | HEK293 T-REx D1 cells, calcium flux, agonist mode | actives 1% (n = 360,000) | AID 504660, 2011; further: 0% is about no effect
#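 Inducible HEK293 T-REx D1 cells, force-coupled to calcium signalling, were plated at 4000 cells/well with tetracycline and held overnight at 30 C. After no-wash calcium dye loading, compound-evoked calcium rise over 180 s flagged agonists.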
# D1 antag: Antagonist of Human D 1 Dopamine Receptor: qHTS; activity change, negative = inhibition, % at 10 µM; HEK293 TREx D1 cells, calcium flux, dopamine EC80; hits give low values; actives 3.2% (n = 360,000); AID 504652, 2011; in the data active means activity change below about -30%; further: on the % scale 0 is the no-effect control and ±100 the full control effect
#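 Tetracycline-induced HEK293 T-REx cells with force-coupled D1 receptor were loaded with a no-wash calcium dye. Compound was added after a 10 s baseline and read kinetically for 180 s; EC80 dopamine was then added and calcium flux followed another 180 s.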
# D2 antagonist: HTS Assay for Allosteric Antagonists of the Human D2 Dopamine Receptor: Primary Screen for Antagonists; D(2) dopamine receptor (Homo sapiens), P14416; inhibition, % at 10 µM; AID 485344, 2010; actives 2% (n = 340,000); HEK293 TREx D2 cells, calcium flux, dopamine EC80; in the data active means inhibition above about 30%; further: 0% is about no effect
#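 Tetracycline-induced HEK293 T-REx cells expressing D2 force-coupled to calcium signalling were dye-loaded, exposed to compound for 180 s, then challenged with an EC80 of dopamine; calcium flux was followed kinetically for a further 180 s.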
# TRHR ag: qHTS for Small Molecule Agonists and Allosteric Enhancers of Human TRH Receptor: Primary Screen for Agonists. activation, % at 2 µM. Thyrotropin-releasing hormone receptor (Homo sapiens), P34981. actives 0.18% (n = 360,000). AID 493084, 2011. TRHR cells, calcium flux fluo-8, FDSS agonist mode; further: 0% is about no effect
#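 TRHR-expressing cells loaded with fluo-8 calcium dye; 23 nL library compound pin-transferred, kinetic FDSS fluorescence (Ex 480/Em 530) recorded about 180 s for agonist-induced calcium release, before a 10 nM TRH EC20 addition for potentiator mode.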
# * marks the source's active call; other numbers are inactive results; nt = not tested or not shown; & = joins results of further samples. Unless noted, no stated cut-off is given here; in the data, active means activation above about 30%; inactive means the rest. Outcome played no part in choosing rows; about 7.1% have a hit in one of these screens.
SMILES,RXFP1 antagonist,D1 PAM,D2 potentiator,D2 ag,TRHR PAM,D1 ag,D1 antag,D2 antagonist,TRHR ag
COc1cc([N+](=O)[O-])cc(/C=N/NC(=O)c2cc(-c3ccccc3)nc3ccccc23)c1O,-1,-8,-5,1.8,-7,2,-15,-4,1.0
CCCCc1cc(=O)oc2cc(C)c3c(C(C)(C)C)coc3c12,3,0,-6,nt,-6,2,12,nt,0.9
COc1ccc(NC(=O)CCCNC(=O)Cn2cnc3sc(C)c(C)c3c2=O)cc1Cl,-1,-4,-4,0.3,14,3,5,-7,-0.1
Cc1ccccc1C(=O)Nc1cccc(C(=O)N/N=C/c2cc(Cl)cc([N+](=O)[O-])c2O)c1,-15,-2,-39,-0.6,-4,2,6,-21,-0.4
CCC(c1c(C)[nH]oc1=O)c1c(C)[nH]oc1=O,-8,-7,3,-0.5,1,5,17,0,0.0
Cc1cccc(N2CCN(C(=O)c3oc(=O)c4ccccc4c3-c3ccccc3)CC2C)c1 (centres undefined),nt,-1,-9,0.3,-5,3,-6,nt,-0.2
O=C(CN1C(=O)c2cccc3cccc1c23)NC1CCCC1,12,-3,10,0.6,0,1,-8,8,0.4
Clc1ccc(Nc2ncn[nH]2)c(Cl)c1,9,-7,-5,-1.0,-3,1,-13,-8,0.1
Cc1ccc2nc(=O)c(NNc3ccccc3)cnc2c1,-4,-5,1,-0.6,-1,0,-14,15,-1.3
O=C(NC1CCN(c2ncccn2)CC1)c1ccccc1F,10,1,4,0.4,0,1,-11,-2,-1.1
Cc1cc(C)nc(SCCCn2c(=O)[nH]c3ccccc32)n1,-5,-4,nt,nt,-1,5,12,nt,-0.3
CCOC(=O)c1c(CCl)nc2ccccc2c1-c1ccccc1,-4,5,1,nt,-13,0,11,nt,-0.9
C/[N+]([O-])=C1\Cc2ccccc2C1=O,-3,8,0,1.3,-2,9,12,7,0.8
Cc1c(C(N)=O)sc2ncn(CC(=O)OC(C)C)c(=O)c12,2,0,0,-0.4,6,1,-3,0,0.3
CCC(=O)N1CCc2cc(S(=O)(=O)NCCC(=O)Nc3ccc(N(CC)CC)cc3C)ccc21,-17,3,3,0.0,5,-1,-6,nt,-1.0
CN(CCc1ccccn1)C(=O)CCC1CCCN(Cc2ccccc2OC(F)F)C1 (centres undefined),3,5,nt,nt,-1,1,-9,nt,0.2
Fc1ccc(CSc2nnc(-c3ccco3)o2)cc1,3,-1,-3,-0.2,-9,3,-15,25,0.9
Cc1ccc(C)c(CN2CCC(CNC(=O)Nc3ccc(Br)cc3F)CC2)c1,-23&-29,-2&-4,-3&-14,1.2,-1&-3,2&16,5&-4,16,0.5&1.3
CCOC(=O)C1(CC2CC2)CCN(C(=O)c2cc(C)nc3ccc(CC)cc23)CC1,5,3,2,-1.2,-3,5,0,-3,-0.4
CC(CC12CC3CC(CC(C3)C1)C2)NCc1ccccc1O (centres undefined),-1,-13,5,-0.7,7,16,-1,-10,0.9
CCOC(=O)c1c(C)[nH]c(C)c1C(=O)COC(=O)c1cc2ccccc2cc1O,14,0,-2,0.0,-16,2,-15,-10,0.0
CC1S/C(=N/N=C/c2ccco2)NC1=O (centres undefined),-4,-2,-3,0.2,-1,3,6,-2,-0.2
CCN(CC(=O)NCc1cccs1)CC(=O)Nc1cccc(S(N)(=O)=O)c1,-10,1,0,0.4,14,1,4,7,0.8
Cc1ccc(NC(=O)CN2C(=O)N/C(=C/c3ccc4c(c3)OCCO4)C2=O)cc1,13,nt,nt,nt,12,8,-3,nt,0.8
CCCCn1c(N)c(N(CCOC)C(=O)C2CCN(S(=O)(=O)c3ccc(C)cc3)CC2)c(=O)[nH]c1=O,2,0,2,-0.3,6,3,11,12,-0.7
CCOc1ccccc1C(=O)NCC(=O)Nc1ccc(-c2ccccc2)cc1,14,-2,-13,1.1,6,0,5,-2,0.7
Cc1ccc(Cl)cc1N1CCN(C(=O)Cn2nc(C)n3c(cc4sccc43)c2=O)CC1,2,0,5,1.2,-2,-1,-15,nt,0.7
Cc1ccc(C2CCN(C(=S)Nc3cccc(C)c3)C2)cc1 (centres undefined),-2,-3,75*,-0.7,11,2,-12,8,-0.4
COc1ccc(-c2cc(C(=O)N3CC(C)CC(C)C3)c3ccccc3n2)cc1OC (centres undefined),-2,3,1,-1.4,0,3,7,0,0.3
Cc1cccc(NC(=O)CN2C(=O)C(c3ccc(F)cc3)=NC23CCCCCC3)c1C,3,-1,0,1.2,2,2,-12,nt,0.7

# Grouped by structure, the entries above with an aryl thioether with sulfur outside any ring.
SMILES,RXFP1 antagonist,D1 PAM,D2 potentiator,D2 ag,TRHR PAM,D1 ag,D1 antag,D2 antagonist,TRHR ag
Cc1cc(C)nc(SCCCn2c(=O)[nH]c3ccccc32)n1,-5,-4,nt,nt,-1,5,12,nt,-0.3
Fc1ccc(CSc2nnc(-c3ccco3)o2)cc1,3,-1,-3,-0.2,-9,3,-15,25,0.9

# (next part)
SMILES,RXFP1 antagonist,D1 PAM,D2 potentiator,D2 ag,TRHR PAM,D1 ag,D1 antag,D2 antagonist,TRHR ag
C=CCn1c(SCC(=O)NC2CCS(=O)(=O)C2)nnc1-c1cc2c(s1)CCC(CC)C2 (centres undefined),-15,-5,-2,0.5,8,1,-6,2,0.3
CC(=O)Nc1ccc(NC(=O)c2ccc3c(c2)CCN3S(=O)(=O)c2ccc(Cl)cc2)cc1,-6,0,14,0.6,3,2,-11,nt,0.7
CCCCN(C)CCNC(=O)c1cc2c(=O)n(C)c3ccccc3c2n1C,3,1,-12,0.4,5,-1,-1,nt,0.0
Cc1ccc(OCc2cc(C(=O)N(C)CCc3ccccn3)no2)cn1,-14,2,-5,0.4,2,4,3,4,0.8
Cc1ccc(CNC(=O)c2ccc(NC(=O)C3=CSCCO3)cc2)cc1,-14,9,11,0.5,-5,3,0,2,-0.3
CCCCCCCSc1nnc(N)s1,-3,-1,8,-0.4,-1,0,9,5,-2.2
O=C(Nc1ccc(SC(F)F)cc1)c1cc(-c2ccncc2)nc2ccccc12,-10,0,-18,-0.5,-3,5,-29,-4,0.3
O=C(COC(=O)c1ccccc1NCCO)Nc1cccc(S(=O)(=O)NC2=NCCCCC2)c1,3,-6,9,-0.2,-2,3,-14,-16,0.0
CCOc1ccccc1NC(=O)c1nn(-c2ccc(C)cc2)c(=O)n(C)c1=O,7,-3,-1,0.1,3,0,-20,nt,-0.8
C=CCOc1cccc(CNCc2ccncc2)c1,3,-7,-14,0.0,-8,12,-35*,16,-0.4
Cc1ccccc1NC(=O)c1nc(S(C)(=O)=O)ncc1N(Cc1ccco1)Cc1sccc1C,-16,-2,15,-2.1,-10,5,-14,nt,0.5
COCCCNC(=O)c1sc2nc(C)c(C(=O)Nc3ccc(C)cc3C)c(-c3ccc(Cl)cc3)c2c1N,-6,0,5,1.0,-1,5,-5,nt,0.5
CC(C)(C)OC(=O)NCCc1nnc(SCc2ccccc2)o1,-6,9,1,-1.7,-3,1,8,-13,-0.5
COc1ccccc1NC(=O)c1sc2nc3n(c(=O)c2c1C)CCC3,16,3,8,-0.4,0,1,12,-2,-0.1
COc1ccc(/C=N/NC(=O)CCn2nc(C)cc2C)cc1O,13,2,0,0.0,2,3,-10,-3,0.3
Cc1cc(C)n(CCN(C)Cc2cn[nH]c2-c2ccc(F)cc2F)n1,-7,1,-10,-0.1,-3,0,-19,9,0.0
O=C(NCCCn1ccnc1)c1ccc(OCC(F)(F)F)cc1,-6,2,nt,nt,3,1,10,nt,1.3
Cc1cc(F)ccc1NC(=O)c1cc(S(=O)(=O)N2CCc3ccccc32)cn1C,-3,-6,12,-0.1,-4,3,-1,10,-0.5
COc1c(C)cc(Br)cc1C(=O)NC(=S)NCc1ccco1,-37,-6,-1,-0.4,0,11,-2,-10,0.8
CN(CC(=O)OCC(=O)NC(=O)c1cccn1C)S(=O)(=O)c1ccc(Cl)cc1,4,-1,-10,0.5,0,-2,-7,14,-0.4
COC(=O)CC1=C(C(=O)OC)C(c2cc(OC)c(OC)cc2OC)C(C#N)=C(N)O1 (centres undefined),-11,0,-15,0.3,1,-2,-1,-16,-0.4
CCOC(=O)c1cc(CC)sc1NC(=O)C1CC(=O)NN1Cc1ccccc1 (centres undefined),-15,2,14,0.0,7,14,5,-8,0.3
CCc1ccc2[nH]c3nc(SCc4nnc(-c5ccc(C)cc5)o4)nnc3c2c1,-7,-6,8,-0.7,4,1,-7,-15,0.1
CCOC(=O)COc1cccc2c(=O)n(CC(=O)N3CCCCC3)ccc12,-8,0,5,0.3,-5,0,2,21,0.5
CC(C)(C)C1CCC(C(=O)NCCc2ccc(S(N)(=O)=O)cc2)CC1 (centres undefined),4,nt,8,0.4,7,17,-22,3,-0.5
Cc1ccccc1CSCC(Nc1ccc(C(=O)O)cc1[N+](=O)[O-])C(=O)O (centres undefined),20,-4,1,1.6,15,1,-6,-3,0.2
CC(C)CN(C(=O)CSc1nc2ccccc2o1)c1c(N)n(Cc2ccccc2)c(=O)[nH]c1=O,-13,-7,14,1.3,2,1,10,-31,0.4
Cc1ccccc1N(CC(=O)NC1CCCCC1)C(=O)CCC(=O)Nc1nccs1,-13,-4,nt,6.8,3,1,9,0,0.9
COc1ccc(CNC(=O)C(C)n2ccc3cc(S(=O)(=O)N4CCCCCC4)ccc32)cc1 (centres undefined),12,-3,-3,0.1,-4,5,-23,-7,1.0
O=C(CC1N=C2c3ccccc3N=C(SCc3ccc(Cl)cc3)N2C1=O)NCc1cccs1 (centres undefined),-5,-2,9,0.0,1,3,5,nt,-0.1
Cc1cccc(N(Cc2cc3ccccc3[nH]c2=O)S(=O)(=O)c2ccccc2)c1,25,3,-1,-0.6,0,1,-11,3,0.5
